# Screens: PubChem, Columbia University Molecular Screening Center
# mHtt clearance = compounds clearing mutant huntingtin protein. HeLa Exon1htt(103Q)mCFP, aggregate imaging; zero = plate's median compound well. inhibition, % at 1.5 µM. hit rate 0.42% among 47,000. AID 853;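 active = inhibition of aggregate fluorescence above about 70%, also judged a hit by eye on the cell image, limit read from the data, passing the limit was not always enough; inconclusive = no rule stated for this call; inactive = not judged a hit on image review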;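 note: cells exposed to compound for three days before fixation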
# mHtt clearance grain fraction = second read-out of mHtt clearance, no call of its own (marks repeat the call); fraction fluorescence in grains; measured here: aggregate grain fluorescence fraction; active compounds read low;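 scaled fraction of total cell fluorescence in grains with unit not stated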
# * hit, by the source's call; ? = inconclusive; . = no result given. This is a subset; the hit share may differ from the screen's.
# The first 2 records, to show the layout:
# Order of results – mHtt clearance, mHtt clearance grain fraction
COc1ccc(CCNC(=S)Nc2cccc(C)c2C)cc1
  40, 25
COc1cc(Br)c(S(=O)(=O)Nc2c(C)n(C)n(-c3ccccc3)c2=O)cc1OC
  -34, 26

# The list itself, from the first entry:
# Order of results – mHtt clearance, mHtt clearance grain fraction
COc1ccc(CCNC(=S)Nc2cccc(C)c2C)cc1
  40, 25
COc1cc(Br)c(S(=O)(=O)Nc2c(C)n(C)n(-c3ccccc3)c2=O)cc1OC
  -34, 26
CCOC(=O)C(CC)n1cnc2c(nnn2-c2ccc(OC)cc2)c1=O (stereo not drawn)
  -33, 53
COc1nc(Nc2cccc(C)c2)nc(N2CCCCC2)n1
  1, 38
Cc1cnn(-c2cc(Oc3ccccc3)ncn2)c1
  2, 22
CCCn1c2c(c(O)c(C(=O)NCc3ccccc3)c1=O)CCCC2
  -10, 44
CCOc1ccccc1NC(=O)CSc1nnc(-c2ccccc2Cl)n1Cc1ccco1
  -7, 23
Cc1cccc(C)c1OCc1nnc2c3cnn(C)c3ncn12
  -12, 21
CCCCC(=O)Nc1nn(CCC)c2nc3ccccc3cc12
  27, 12
CCCCOc1ncnc2c1[nH]c1ccccc12
  23, 31
CCN(CC)c1ccc(NC(=O)COc2ccc(C)cc2)cc1
  -3, 46
COc1ccc(S(=O)(=O)C(C#N)c2nc3ccccc3nc2N2CCCC(C)C2)cc1 (stereo not drawn)
  -20, 23
Cc1ccc(SCCC(=O)NC(C)(C)C)cc1
  -13, 21
CCOC(=O)N1CCN(c2c(NCCCN(CC)CC)c(=O)c2=O)CC1
  12, 19
N#CCCN1CCN(CCC#N)CC1
  19, 32
C=CCn1c(Cc2cccs2)nnc1SCC(=O)NCc1ccco1
  -7, 24
COc1ccc2[nH]c(=O)c(CN(Cc3nnnn3Cc3ccccc3)CC3CCCO3)cc2c1 (stereo not drawn)
  18, 29
CN1CCC(=NNC(=O)C(=O)NC(C)(C)C)CC1
  -62, 32
C=CCn1c(SCC(=O)c2ccc(CNC(C)=O)o2)nc2scc(C3CC3)c2c1=O
  12, 38
Cc1ccccc1OCCNC(=O)CNC(=O)c1ccccc1O
  38, 11
COc1ccccc1Cn1c(=O)[nH]c2cccnc21
  -51, 26
CCOc1cccc(-c2nnc(SCC(=O)Nc3cccc(OC)c3)n2N)c1
  19, 33
O=C1CC(N2CCN(c3ccccc3Cl)CC2)C(=O)N1c1ccccc1 (stereo not drawn)
  1, 16
c1ccc(-n2nc3ccccc3n2)cc1
  64, 7.3
CCOc1ccccc1C(=O)N1CCN=C1SC
  -15, 34
CCn1nnc(-c2ccccc2NS(=O)(=O)c2ccc(C(=O)OC)cc2)n1
  20, 17
O=c1[nH]c2cc3c(cc2cc1C(c1nnnn1Cc1ccccc1)N1CCN2CCCC2C1)OCCO3 (stereo not drawn)
  -28, 44
Cc1ccc2c(C(=O)CN3CCN(c4ccccc4)CC3)c(C)[nH]c2c1
  -101, 41
CC(Oc1ccccc1)C(=O)NC1CCN(Cc2ccccc2)CC1 (stereo not drawn)
  -49, 29
O=C(NC(=S)Nc1cccc(Cl)c1N1CCCC1)c1ccc(-c2cccc([N+](=O)[O-])c2)o1
  39, 24
O=C(CN1CCN(S(=O)(=O)c2ccc(F)cc2)CC1)Nc1ccc2c(c1)OCCO2
  -128, 50
CCOC(=O)CSc1nc2ccccc2c(=O)n1CC1COc2ccccc2O1 (stereo not drawn)
  -36, 48
C=C1Cn2c(nnc2-c2ccc(Cl)cc2)S1
  -182, 147
COc1ccccc1N(C(=O)c1snc(C(N)=O)c1N)C(C(=O)NC1CCCC1)c1ccco1 (stereo not drawn)
  24, 27
CCOC(=O)Cc1csc(NC(=O)CSc2nnnn2-c2ccc(C)cc2C)n1
  20, 15
CCOc1nc(NC2CCCCC2)nc(NC(C)(C)C)n1
  2, 19
CCOc1ccccc1C(=O)N1CCC(C(=O)c2ccc(F)cc2)CC1
  70, 5.8
O=C(c1cnc2sccn2c1=O)N1CCc2ccccc2C1
  9, 16
Cn1nc(C(C)(C)C)cc1C(=O)Nc1nc2c(s1)C(=O)CC(C)(C)C2
  5, 31
O=C(Nc1ccccc1)Nc1ccccc1C(=O)NCc1ccccc1
  -18, 23
CCCCCn1c(CN(C)Cc2ccccc2)nc2c1c(=O)n(C)c(=O)n2C
  39, 12
O=C1C(C=NC2CC2)=C(O)c2ccccc21
  48, 9.3
CCOC(=O)c1[nH]c2ccccc2c1N=C(C)N(CC)CC
  -14, 49
COC(=O)c1cc(OC)c(OC)cc1NC(=O)CCC1CCCC1
  -64, 27
COc1ccc(OC)c(C(c2nnnn2C2CCCC2)N2CCN(c3ccccc3F)CC2)c1 (stereo not drawn)
  -48, 59
O=C(NCC1CCCO1)C1CCN(S(=O)(=O)N2CCCC2)CC1 (stereo not drawn)
  -18, 25
CCOc1ccc(CC2c3cc(OCC)c(OCC)cc3CCN2C(=O)c2cc(OC)c(OC)c(OC)c2)cc1OCC (stereo not drawn)
  11, 35
Cc1cc(S(=O)(=O)NCC(c2ccccc2)c2ccccc2)ccc1-n1cnnn1
  13, 16
Cn1c(Cc2csc(N)n2)nnc1SCC(=O)NCc1ccccc1
  -7, 21
O=C(O)CCCCNS(=O)(=O)c1ccc(Cl)c(C(F)(F)F)c1
  -5, 34

# Record cards (already shown):
# Profile of `COC(=O)c1cc(OC)c(OC)cc1NC(=O)CCC1CCCC1` → mHtt clearance: -64; mHtt clearance grain fraction: 27
# Profile of `Cc1cc(S(=O)(=O)NCC(c2ccccc2)c2ccccc2)ccc1-n1cnnn1` → mHtt clearance: 13; mHtt clearance grain fraction: 16
# Profile of `O=C1C(C=NC2CC2)=C(O)c2ccccc21` → mHtt clearance: 48; mHtt clearance grain fraction: 9.3

# Additional compounds
# Order of results – mHtt clearance, mHtt clearance grain fraction
Cc1nnc(SCC(=O)N2CCc3ccccc32)n1-c1ccccc1
  -34, 25
CCOC(=O)c1c(-c2ccc(C)o2)csc1NC(=O)COC(=O)c1cccs1
  41, 22
CS(=O)(=O)N(Cc1ccc(Cl)cc1)c1ccc(C(=O)NCCSCc2ccco2)cc1
  -40, 33
COc1ccc(NC(=O)c2cc(-c3cccs3)on2)cc1OC
  -11, 45
COc1ccc(CC(=O)NCc2nnc(SCCOc3ccccc3)n2C)cc1
  -13, 42
CCn1c(COc2ccc3c(c2)OCO3)nnc1SCC(=O)c1ccccc1
  5, 19
Cn1c(=O)c(C(=O)c2ccccc2)nc2ccccc21
  77*, 4.9*
CC12CCC(C(=O)O)(C/C1=N\O)C2(C)C (stereo not drawn)
  28, 31
CCc1c(C)nc(SCC(=O)Nc2cccc(Br)c2)[nH]c1=O
  3, 36
CC(NC(=O)c1cccc(N2CCCC2=O)c1)c1ccc2c(c1)OCCO2 (stereo not drawn)
  13, 17
CCC(C)(C)n1nnnc1CN1CCN(C(c2ccccc2)c2ccccc2)CC1
  61, 7.8
Cn1c(=O)c2cc(S(=O)(=O)Nc3cccc(F)c3)ccc2n(C)c1=O
  -42, 33
O=C1CCCC2=C1C1c3ccccc3C(=O)N1c1ccc(C(=O)c3ccccc3)cc1N2 (stereo not drawn)
  -3, 19
COCC(=O)Nc1nc2n(n1)C(c1ccc(Cl)cc1)CC(c1ccc(OC)cc1)N2 (stereo not drawn)
  -27, 47
CN(C1CCCCC1)S(=O)(=O)c1ccc(C(=O)O)cc1
  -60, 33
O=C(c1cccnc1Nc1ccc2c(c1)CCC2)N1CCOCC1
  -19, 43
COc1ccc(Cl)cc1N1C(=O)C2CCCN2C1c1cccc(F)c1 (stereo not drawn)
  37, 26
Cn1cc(S(=O)(=O)N2CCN(c3ccccc3)CC2)c(=O)n(C)c1=O
  27, 30
c1c2c(cc3sc(N4CCOCC4)nc13)OCCO2
  -68, 56
CCOc1ccc(NC(=O)CN2CC(c3ccccc3)CC2=O)cc1 (stereo not drawn)
  32, 24
COc1ccc2nc(NC(=O)Cc3cccs3)sc2c1
  37, 15
O=C(CC1C(=O)NCCN1C(=S)Nc1ccccc1)Nc1ccc2c(c1)OCCO2 (stereo not drawn)
  52, 18
CCc1c(O)nc(N2CCN(Cc3ccccc3)CC2)[nH]c1=O
  48, 21
CCCCc1ccc(NC(=S)NCc2cccs2)cc1
  4, 37
COc1ccc(/C(O)=C2/C(=O)C(=O)N(CCN3CCOCC3)C2c2ccccn2)cc1OC (stereo not drawn)
  22, 13
COCC(=O)Nc1cccc2ccccc12
  -19, 20
COc1ccccc1NC(=O)NC(=O)N(C(C)C)S(C)(=O)=O
  0, 20
C1=Nc2c(Nc3ccccc3)ncnc2Oc2ccccc21
  3, 43
C=C(C)CC1N(c2cccc(OC)c2)C(=O)C2C(C(=O)O)C3C=CC21O3 (stereo not drawn)
  -129, 103
CCn1c(SCC(=O)Nc2nc(-c3ccccc3)cs2)nnc1-c1ccccc1
  39, 23
CC1(C)CC(=O)c2cnc(NC(=O)Cc3ccc(Cl)cc3)nc2C1
  -34, 25
O=C(NCC(=O)N(CC1CCCO1)C(C(=O)NC1CCCCC1)c1ccccc1)c1cccs1 (stereo not drawn)
  0, 31
N#Cc1c2n(c3c(=S)nc[nH]c13)CCCCC2
  -19, 47
Cc1ccc(S(=O)(=O)n2nc(C)cc2C)cc1
  49, 16
O=C(NC1CCCC1)C(c1cccnc1)N(C(=O)c1csnn1)C1CCCC1 (stereo not drawn)
  -55, 27
CCC(=O)N1C(C(=O)O)CSC1c1ccc(OC)cc1 (stereo not drawn)
  -334, 155
Cc1ccc(S(=O)(=O)C2(C(=O)N3CCN(C4CCCCC4)CC3)CC2)cc1
  -31, 58
O=C(Nc1ccccc1)N(Cc1ccccc1)C1=NCCS1
  -18, 50
CCn1c(C)c(C(C)=O)c(N2CCN(C(=O)c3ccco3)CC2)nc1=S
  -59, 31
COc1ccc(-n2c(C)cc(C(=O)CSc3nnc(-c4ccoc4C)n3C)c2C)cc1
  -3, 45
Cc1cc2c(=O)n(Cc3ccco3)c(SCC(=O)c3ccc(Cl)s3)nc2s1
  43, 9.7
Fc1ccccc1COc1ccc(/C=N/NC(=S)NCc2ccccc2)cc1
  -19, 22
O=C(Nc1ccc2c(c1)OCO2)c1cccc(F)c1
  -2, 17
N#Cc1c(SCC(N)=O)nc(-c2ccccc2)c2c1CCCC2
  -50, 51
O=C(c1cc(-c2ccccc2)nc2ccccc12)N1CCN(c2ccccn2)CC1
  -37, 25
COc1ccc(NC(=O)c2cc3nc(-c4ccccc4)cc(-c4ccccc4)n3n2)c(OC)c1
  -23, 50
O=C(Cn1nnc(-c2cc(Cl)ccc2-n2cnnn2)n1)N1CCCc2ccccc21
  -11, 23
COc1ccccc1NC(=O)N(CCN1CCCC1)Cc1cc2cc(C)ccc2[nH]c1=O
  42, 10
Cc1cc2c(nn1)CCc1nonc1-2
  20, 15
CN(C)S(=O)(=O)c1cccc(-c2cn3ccccc3n2)c1
  -8, 36

# Later entries
# Order of results – mHtt clearance, mHtt clearance grain fraction
COC(=O)c1ccc(COc2ccc3c4c(c(=O)oc3c2)CCC4)o1
  -11, 21
FC(F)Sc1ccc(N=C2NN=C(c3ccc4c(c3)OCCO4)CS2)cc1
  47, 21
CSCCC(N=CC1=C(O)CC(C)(C)CC1=O)C(=O)O (stereo not drawn)
  -41, 24
Cc1ccccc1C(=O)O/N=C1\CCS(=O)(=O)c2sccc21
  15, 33
Cc1ccc(/C=C2\SC(=S)N(c3c(C)n(C)n(-c4ccccc4)c3=O)C2=O)cc1
  -23, 41
COc1ccc(OC)c(NC(=O)CS(=O)(=O)c2ccccc2)c1
  -17, 19
O=C(CCN1C(=O)c2ccccc2C1=O)Nc1cccnc1
  -14, 20
CCOC(=O)N1CCC(NC(=O)c2cnn3ccccc23)CC1
  2, 33
Cc1ccccc1-c1nnc(-c2ccc(Cl)cc2)o1
  -2, 24
CCOc1ccc(C(=O)N2CCN(c3cccc(C)c3C)CC2)cc1
  -8, 37
CCNC(=O)/C=C1\NC(C)(C)Cc2c1ccc1ccccc21
  -34, 30
CCOC(=O)c1sc(C)c2c(=O)n(CC)nnc12
  38, 23
CS(=O)(=O)Nc1ccc(C(=O)N2CCN(c3ccccc3F)CC2)cc1
  -32, 31
CCCCCn1c(N(C)Cc2ccccc2)nc2c1c(=O)[nH]c(=O)n2C
  -30, 64
Cc1cc(Oc2ccccc2)nc(OCC#N)n1
  15, 15
COc1cc(C(=O)N(Cc2cccc(Cl)c2)C2CCS(=O)(=O)C2)cc(OC)c1OC (stereo not drawn)
  14, 24
COc1cc2cc(C(=O)O)[nH]c2c(OC)c1OC
  47, 9.4
CCN1C(=O)c2cccc3c(S(=O)(=O)NCc4ccco4)ccc1c23
  -67, 30
Clc1ccc2oc(-c3ccccn3)nc2c1
  2, 22
O=C(Nc1cccnc1)c1ccc(Oc2ccccc2)cc1
  10, 18
Cc1nc2ccccc2c2c1C(=O)N(C(C)C)C2=O
  35, 12
CC(C)c1ccc(-c2nnn(Cc3nc4ccccc4s3)n2)cc1
  -48, 54
O=C(NCCN1CCCC1)c1ccc2c(=O)n(CCc3ccccc3)c(=O)[nH]c2c1
  4, 33
COc1ccc(C2CCCN2C(=O)Nc2ccccc2)cc1OC (stereo not drawn)
  43, 23
COc1ccc(Cn2nc(C)n(N(C)c3ncc(C(F)(F)F)cc3Cl)c2=O)cc1
  -75, 36
COc1cccc(S(=O)(=O)N2CCN(c3ccccc3F)CC2)c1
  -12, 21
CCCCN(C(=O)c1ccco1)c1nnc(-c2cc(OC)c(OC)c(OC)c2)s1
  -18, 23
CSCCC(NC(=O)c1ccccc1)c1nc(-c2ccccc2)no1 (stereo not drawn)
  -10, 43
O=C1NCCCC1C(=O)Nc1ccccn1 (stereo not drawn)
  -33, 28
CCCc1cc(C(=O)Cc2ccc(C(=O)OCC)o2)c(O)cc1O
  ?, .
N#CC(c1ccc(O)cc1)N1CCOCC1 (stereo not drawn)
  -80, 32
